# cardiac RTF act = cardiac RTF calcium sensitivity activators, primary screen, biochemical, IANBD-TnC fluorescence, EC20 calcium; Troponin I, cardiac muscle (Homo sapiens) + Troponin T, cardiac muscle (Homo sapiens) + …; AID 493008, 2010; IANBD-labeled TnC RTF fluorescence at EC20 calcium; 0% EC20 calcium, 100% full calcium; hit rate 0.24% among 340,000; activation, % at 7.2 µM;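 active = activation above the mean over all tested compounds plus 3 SD, cut at about 30% in these data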;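 note: rise in fluorescence read as greater calcium sensitivity of cardiac thin filaments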
# C-LANA FP = inhibitors of KSHV C-LANA binding to DNA, primary screen, biochemical, fluorescence polarization, FAM-LBS DNA, MBP-C-LANA, single point. hit rate 0.078% among 340,000. inhibition, % at 9 µM. AID 504423, 2011;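 active = highest replicate inhibition at or above 60% at 9 µM, even if other replicates fall short; inactive = all replicates below 60% inhibition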;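 note: 0% = neutral control wells and 100% = 4 µM acridine orange control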
# Cardiac RTF inh = cardiac RTF calcium sensitivity inhibitors, primary screen, biochemical, IANBD-TnC fluorescence, EC70 calcium; AID 493244, 2011; IANBD-labeled cardiac RTF, Ca2+ fluorescence; inhibition, % at 7.15 µM; Troponin I, cardiac muscle (Homo sapiens) + Troponin T, cardiac muscle (Homo sapiens) + …; hit rate 0.12% among 340,000;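 active = inhibition above the mean inhibition of all tested compounds plus 3 SD, cut at about 17% in these data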;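 note: assay run at fixed EC70 calcium of 1.6 mM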
# Keap1 Nrf2 FP = Keap1-Nrf2 protein-protein interaction inhibitors, primary screen, biochemical, fluorescence polarization, single point. Kelch-like ECH-associated protein 1 (Homo sapiens), Q14145. Keap1 Kelch-Nrf2 peptide fluorescence polarization, 1536-well. inhibition, % at 9.4 µM. hit rate 0.15% among 340,000. AID 504523, 2011; in the data active = inhibition above about 12%;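 note: human Keap1 Kelch domain with fluorescein labeled Nrf2 9mer peptide probe; 0% = neutral control wells and 100% = peptide positive control; higher means more block of Keap1 binding to Nrf2 peptide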
# CAL PDZ FP-1 = untagged CAL PDZ binding inhibitors, primary screen, biochemical, fluorescence polarization, HTS; purified CAL PDZ, TMR-peptide fluorescence polarization, 1 h; inhibition, % at 24.9 µM; hit rate 0.92% among 300,000; AID 602252, 2012;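 active = mean inhibition of at least 30% with at least half of replicates also reaching 30%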;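 note: 0% = DMSO neutral control and 100% = excess unlabeled competitor peptide PRC23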
# SR-BI uptake up = activators of SR-BI mediated DiI-HDL uptake, primary screen, ldlA[mSR-BI] CHO cells, DiI fluorescence | AID 504775, 2011 | activation, % at 12.5 µM | hit rate 0.096% among 320,000 | 3 h; 100 = double the neutral-control signal;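 active = mean replicate activation of at least 60% and every replicate at or above 60%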;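 note: 0% = median plate neutral-control signal and 100% = twice that signal; values of inactives mirror those of a sister screen read the other way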
#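 System: CHO ldlA[mSR-BI] cells / Medium: HEPES-buffered (25 mM, pH 7.4) F12 plus 0.5% BSA / Probe or stimulus: labelled HDL, 10 µg/mL / Doses: single compound concentration, delivered by pin transfer / Schedule: 3 h, 37 °C / Measured by: DiI fluorescence, bottom read / Measure: cell-associated DiI fluorescence as measure of HDL uptake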
# Rtt109 Vps75 = inhibitors of C. albicans Rtt109/Vps75 HAT, primary screen, biochemical, ThioGlo CoA-SH fluorescence, plate reader | inhibition, % at 34.9 µM | purified Rtt109/Vps75, 4 h | hit rate 0.16% among 330,000 | Histone acetyltransferase RTT109 (Candida albicans (strain SC5314 / ATCC MYA-2876)), …;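 active = inhibition of at least 50% in every replicate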
# Target sequence (Q5AAJ8 whole entry, looked up): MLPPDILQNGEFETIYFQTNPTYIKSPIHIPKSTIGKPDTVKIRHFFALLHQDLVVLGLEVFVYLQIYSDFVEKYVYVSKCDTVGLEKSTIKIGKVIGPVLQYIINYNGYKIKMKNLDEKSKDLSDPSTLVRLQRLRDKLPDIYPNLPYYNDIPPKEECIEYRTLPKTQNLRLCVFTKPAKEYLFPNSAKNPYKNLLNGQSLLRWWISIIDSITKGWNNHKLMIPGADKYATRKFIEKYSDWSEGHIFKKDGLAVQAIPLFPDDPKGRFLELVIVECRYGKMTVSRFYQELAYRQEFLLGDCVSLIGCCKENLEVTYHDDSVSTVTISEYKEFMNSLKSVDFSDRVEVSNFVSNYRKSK
# PKA-R2B activ = activators of PKA-R2B holoenzyme, primary screen, biochemical, fluorescence polarization, Cy5-IP20, human; hit rate 0.079% among 340,000; PKA-R2B holoenzyme dissociation; R2B truncated from residue 108, S112A mutant; 0% DMSO only, 100% 113 µM cGMP; AID 504700, 2011; activation, % at 11.4 µM;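 active = activation above a cutoff set at the mean over all compounds plus 3 SD, cut at about 18% in these data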;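 note: higher means more holoenzyme dissociation and a rise in polarization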
# DAGLB inh = DAGLB lipase inhibitors, primary screen, biochemical, fluorescence, HTS. hit rate 0.059% among 340,000. HEK293T DAGLB membrane lysate, EnzChek fluorogenic substrate. inhibition, % at 5.17 µM. AID 504411, 2011; in the data active = inhibition above about 34%;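 note: 0% = enzyme with vehicle and 100% = wells lacking enzyme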
# Target sequence (Q8NCG7 whole entry, looked up): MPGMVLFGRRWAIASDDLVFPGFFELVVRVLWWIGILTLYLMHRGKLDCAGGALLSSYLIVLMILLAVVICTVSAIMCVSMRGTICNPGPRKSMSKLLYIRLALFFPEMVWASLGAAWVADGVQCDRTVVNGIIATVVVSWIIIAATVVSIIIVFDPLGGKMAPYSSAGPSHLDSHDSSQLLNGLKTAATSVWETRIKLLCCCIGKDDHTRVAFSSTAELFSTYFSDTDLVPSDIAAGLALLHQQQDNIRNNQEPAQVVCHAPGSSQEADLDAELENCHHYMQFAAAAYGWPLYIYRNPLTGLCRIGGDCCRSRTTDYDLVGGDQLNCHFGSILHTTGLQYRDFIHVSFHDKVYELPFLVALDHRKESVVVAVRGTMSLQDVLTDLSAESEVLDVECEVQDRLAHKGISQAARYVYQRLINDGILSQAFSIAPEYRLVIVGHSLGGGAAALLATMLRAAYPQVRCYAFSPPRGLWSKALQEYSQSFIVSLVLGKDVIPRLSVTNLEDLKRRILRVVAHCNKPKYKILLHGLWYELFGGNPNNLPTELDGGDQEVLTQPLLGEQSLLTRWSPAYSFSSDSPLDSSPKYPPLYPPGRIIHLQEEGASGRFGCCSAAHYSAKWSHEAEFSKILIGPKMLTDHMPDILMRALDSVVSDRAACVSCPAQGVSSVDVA
# CAL PDZ FP-2 = CAL PDZ peptide-binding inhibitors, primary screen, biochemical, fluorescence polarization, Cer-tagged CAL PDZ, HTS; hit rate 0.02% among 330,000; purified CAL PDZ, TMR-peptide fluorescence polarization, 1 h; AID 504414, 2011; inhibition, % at 20 µM;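 active = highest replicate inhibition of at least 40%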;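 note: plate controls were DMSO neutral control wells for no effect and unlabeled competitor peptide control wells for full effect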
#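 Read-out basis: mP drop reported as inhibition | Assay system: Tagged CAL PDZ protein CerCALP, purified | Benchmarks: Unlabelled peptide for full inhibition, DMSO wells as neutral | Schedule: 1 h incubation at room temperature before polarization reading | Buffer or medium: Sodium phosphate/NaCl buffer pH 7.4 with TCEP, IgG, Thesit | Doses: Single point, 20 µM | Measured by: Fluorescence polarization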
# An asterisk follows results filed as active; i = inactive; nt = not tested or not shown.
SMILES,cardiac RTF act,C-LANA FP,Cardiac RTF inh,Keap1 Nrf2 FP,CAL PDZ FP-1,SR-BI uptake up,Rtt109 Vps75,PKA-R2B activ,DAGLB inh,CAL PDZ FP-2
CC(=O)c1ccc(NC(=O)/C(C#N)=C/c2ccncc2)cc1,-2,-0.1,-2,-2,-5,0,3,-3,1,-3.1
COC(=O)Nc1cc(C(=O)c2ccc(Cl)cc2Cl)c[nH]1,4,0.3,-6,-7,-4,-22,-3,-9,-3,0.0
CC1CC1C(=O)N(C)CC(=O)Nc1ccccc1Br (stereo not drawn),-3,2.2,-7,2,7,-3,-7,-2,2,0.5
CC(=O)NCCc1nc2ccccc2n1CCOc1ccccc1,1,-1.7,7,1,-5,19,-7,-14,-1,-3.4
CCN1C(=O)/C(=C/C=C2/Sc3ccc4ccccc4c3N2CCO)SC1=S,5,-1.1,-11,-4,nt,23,9,6,0,-2.1
COc1ccc(NC(=O)c2c3c(nc4ccccc24)CCN(Cc2ccccc2)C3)c(OC)c1,5,-0.1,-11,-5,2,-20,13,-2,1,-9.5
CCC(=O)c1cn(CC(=O)Nc2cccc(OC)c2)c2ccccc12,3,0.8,8,-4,3,-13,1,-1,-18,nt
CS(=O)(=O)Nc1cccc(C2=NN(S(C)(=O)=O)C(c3ccc4c(c3)OCO4)C2)c1 (stereo not drawn),-2,0.1,0,-1,-4,8,4,-3,-2,-0.5
COc1cc(/C=C/C(=O)Nc2cccc(S(=O)(=O)N3CCOCC3)c2)ccc1OCC#N,-4,1.1,-5,-3,-10,-78,-25,-2,-4,-6.7
COc1cc([N+](=O)[O-])ccc1N=Nc1c(N)[nH]n(-c2ccccc2)c1=O,nt,-1.5,nt,1,5,-10,-7,nt,nt,0.2
C=CCn1c(SCC(=O)Nc2sccc2C#N)nc2sc(C)c(C)c2c1=O,-4,-1.7,-8,-3,-2,38,-3,1,7,-3.0
Cc1ccc(N=C2NC(=O)C(CO)(CO)S2)cc1,2,3.0,-2,0,nt,-7,-3,-13,-1,0.6
Cc1ccc(NC(=O)C2(c3ccccc3)CCCC2)nc1,-5,0.0,-1,3,0,4,-4,7,-5,-2.0
O=[N+]([O-])c1ccc(Nc2ccc(F)cc2)nc1,-6,0.7,-9,-4,-3,-12,0,2,2,-0.4
O=C(CN1CCN(c2ncc(C(F)(F)F)cc2Cl)CC1)Nc1ccc2c(c1)OCO2,6,-0.1,-7,-2,-2,-3,-1,6,-11,0.2

# As a working copy, some entries already given.
SMILES,cardiac RTF act,C-LANA FP,Cardiac RTF inh,Keap1 Nrf2 FP,CAL PDZ FP-1,SR-BI uptake up,Rtt109 Vps75,PKA-R2B activ,DAGLB inh,CAL PDZ FP-2
Cc1ccc(NC(=O)C2(c3ccccc3)CCCC2)nc1,-5,0.0,-1,3,0,4,-4,7,-5,-2.0
O=[N+]([O-])c1ccc(Nc2ccc(F)cc2)nc1,-6,0.7,-9,-4,-3,-12,0,2,2,-0.4
O=C(CN1CCN(c2ncc(C(F)(F)F)cc2Cl)CC1)Nc1ccc2c(c1)OCO2,6,-0.1,-7,-2,-2,-3,-1,6,-11,0.2

# Next part:
SMILES,cardiac RTF act,C-LANA FP,Cardiac RTF inh,Keap1 Nrf2 FP,CAL PDZ FP-1,SR-BI uptake up,Rtt109 Vps75,PKA-R2B activ,DAGLB inh,CAL PDZ FP-2
CCN(CC)CCCNC(=O)N[C@@H](Cc1ccccc1)C(=O)O,-5,4.0,-6,-1,0,2,7,1,0,nt
O=C(/C=C\Nc1ccccn1)c1ccc(Cl)cc1,-4,0.6,-25,-9,-3,-14,62*,1,-8,-2.4
Cc1ccc(C(=O)NC(C)c2nnc(SCC(=O)NC3CCCC3)n2C)cc1 (stereo not drawn),-4,1.2,0,-5,-3,14,5,-2,-1,-1.9
CCCc1cc(=O)[nH]c(SCC(=O)N2CCc3ccccc32)n1,3,1.3,-6,-3,nt,12,-12,11,1,-3.6
CC(Sc1ccccc1)C(=O)NNC(=O)c1csc(N2CCOCC2)n1 (stereo not drawn),0,nt,-1,nt,11,12,nt,-4,1,-1.0
COCCn1c(=NC(=O)C2COc3ccccc3O2)sc2cc(S(N)(=O)=O)ccc21 (stereo not drawn),-5,-1.7,-4,0,-3,-11,3,1,0,-2.6
CC(=O)c1ccc(N(C(=O)CNC(=O)c2ccco2)C(C(=O)NCC2CCCO2)c2ccccc2)cc1 (stereo not drawn),-8,-0.5,7,1,-1,26,5,-11,0,0.8
S=c1[nH]nc(-c2ccco2)n1-c1cccc2ccccc12,-2,1.3,-7,0,nt,33,-4,-12,-2,-0.9
C=CCn1c(COc2ccc(CC)cc2)nnc1SCC(=O)N(C)C1CCS(=O)(=O)C1 (stereo not drawn),1,-0.6,10,0,-4,3,0,-2,2,nt
O=C(c1ccccc1-c1nc(-c2ccc(Cl)cc2)no1)N1CCCC1,12,-0.4,-25,3,-2,-66,3,4,-2,-2.1
COCCN(C(=O)CSc1nc(N)cc(=O)[nH]1)c1c(N)n(Cc2ccccc2)c(=O)[nH]c1=O,-5,0.8,-33,-8,-6,25,10,-3,3,-2.6
Nc1ccc(S(=O)(=O)Nc2nccc(/C=C/c3ccccc3F)n2)cc1,nt,1.1,nt,1,-4,-12,0,nt,nt,-1.3
COc1ccc2cc(C(=O)C3CCCN(C(=O)CSc4nnc(C)o4)C3)ccc2c1 (stereo not drawn),2,-1.1,-5,-5,28,2,3,-7,1,-1.9
Cc1c(CCC(=O)O)c(=O)oc2cc3occ(-c4ccc(Br)cc4)c3cc12,-8,0.7,6,-2,-4,-3,-2,3,5,-6.4
CCOC(=O)c1ccc(N2C(=O)CC(Sc3nc(C)cc(C)n3)C2=O)cc1 (stereo not drawn),-9,-0.6,-13,-2,-2,-3,-4,4,2,-3.0
Cc1cc(C(=O)CN2CCN(CC(=O)Nc3cccc(F)c3)CC2)c(C)n1C1CC1,-6,-2.8,-1,2,-6,-33,4,-12,-1,0.0
C=CCSc1nc(-c2ccc3c(c2)OCO3)cc(C(F)(F)F)c1C#N,-6,-0.4,-2,0,nt,-26,-5,-2,2,-1.0
Cc1ccc(NS(=O)(=O)c2ccc3[nH]c(=O)oc3c2)cc1Cl,-3,-0.8,-9,-3,nt,6,8,3,1,-2.7
COc1ccccc1OCCn1c(SCC(N)=O)nc2ccccc21,1,2.5,-3,0,nt,25,1,1,-1,-1.1
COc1ccc(OC)c(NC(=O)CSC2=C(C#N)C(c3ccco3)C3=C(CCCC3=O)N2)c1 (stereo not drawn),-4,-0.8,0,-5,-2,9,25,-9,-4,-2.0
O=C(NCCCN1CCN(Cc2ccccc2Cl)CC1)Nc1ccccc1,1,-0.1,-4,-2,-5,10,-4,6,-3,-0.5
COc1cc(NC(=O)COC(=O)CNC(=O)C2CCCCC2)cc(OC)c1,0,-1.2,1,-1,-1,-3,3,-9,-2,-1.1
COc1ccc(OC)c(Nc2nc3ccc(C)cc3n3cnnc23)c1,-5,-1.2,1,-8,0,-38,-2,1,-3,-0.1
CCc1ccc2c(c1)cc(CN(Cc1ccco1)C(C)=O)c1nnnn12,9,0.9,-12,4,-2,-16,-14,7,-4,-3.6
CCc1c(C)c2ccc(O)c(CN3CCCC3)c2oc1=O,-11,-2.0,0,-4,-8,35,i,0,3,0.4
COCCn1c(SCC(=O)Nc2ccc(S(=O)(=O)N3CCOCC3)cc2)nc2ccccc21,5,-1.3,-3,-4,-4,5,0,0,-2,-3.1
COc1ccc(C(=O)N(Cc2nc(-c3ccc(C)cc3)no2)C(C)C)cc1OC,6,0.1,-7,3,nt,-10,3,-2,-6,-1.4
COc1ccc(SC[C@H](Cc2ccccc2)N2CC[C@@H](NC(=O)OCc3ccccc3)CCC2=O)cc1,-2,2.0,-16,3,-3,-15,-1,0,-2,0.5
CCCNC(=O)c1ccccc1NS(=O)(=O)c1ccc(OC)c(OC)c1,-4,-1.8,-11,5,1,14,-3,4,-3,2.7
O=C(Nc1ccc(C(=O)Oc2ccccc2)c(O)c1)c1ccco1,-6,1.8,2,0,-1,-27,2,-11,-5,-4.0
O=C(O)CCc1ccc(-c2cccs2)n1NC(=O)c1ccc(O)cc1,5,3.6,-8,-7,-2,-10,12,-3,2,-2.6
Cc1cc(C)c(NC(=O)CSCc2c(C)noc2C)c(C)c1,-3,-0.5,-16,-8,-12,1,0,-5,-2,0.7
CC(C)[C@H](NC(=O)c1ccccc1Cl)C(=O)OCC(=O)N1CCCCC1,-3,0.0,8,-6,nt,13,13,3,0,1.7
O=C(CN1C(=O)CSc2ccccc21)NC1CCCC1,-1,-1.4,-14,1,-1,13,-35,-12,-1,-1.5
Cc1nc(=S)n(-c2ccccc2)[nH]1,0,-0.8,0,2,nt,9,-9,-1,-1,-1.7
O=[N+]([O-])c1cc(CN2CCCC2)c2cccnc2c1O,-12,4.0,16,-2,-2,-9,8,3,-1,-0.1
Oc1[nH]c2ccccc2c1N=Nc1ccccn1,-2,-1.0,-2,-4,3,3,-11,-2,1,-1.6
COCCCn1c(C(=O)NCCN2CCOCC2)cc2c(=O)n3ccccc3nc21,-5,-0.6,-7,4,-2,26,i,-11,1,-2.3
Fc1ccccc1N1CCN(C(c2ccncc2)c2nnnn2C2CCCC2)CC1 (stereo not drawn),6,1.2,-41,-3,-4,0,5,2,0,-1.4
Cc1ccc(SCC(=O)O/N=C(\N)c2cccc([N+](=O)[O-])c2)cc1,-5,0.4,2,-1,nt,-1,7,5,-13,-0.3
CCOC(=O)C1=C(CNCc2ccc(C)cc2)NC(=O)NC1c1ccc(OC)cc1 (stereo not drawn),5,-0.8,-5,1,0,-12,7,9,1,-0.6
NNS(=O)(=O)c1ccc(Cc2ncc(C(F)(F)F)cc2Cl)s1,-2,1.1,1,-8,-3,-6,-5,-3,-2,nt
C=CCNc1nc(C(=O)OCC(=O)Nc2c(Cl)cccc2C(F)(F)F)cs1,4,0.5,10,-3,-2,6,-16,2,1,-1.6
COc1ccc(Cl)c(N2CCN(CCCNC(=O)Nc3ccc(C)cc3)CC2)c1,-2,0.3,5,-3,2,nt,5,0,1,-2.2
